DT40 TDP1 no CPT = qHTS for Inhibitors of human tyrosyl-DNA phosphodiesterase 1 (TDP1): qHTS in cells in absence of CPT; DT40 Tdp1-/- hTDP1 cells, no CPT, ATP luminescence, 48 h; Potency, µM (doses to about 46.2 µM), inactives show top-dose activity change, negative = growth inhibition, most hits filed as inhibitors; hit rate 15% among 420,000; further: nearly all actives have a fitted effect of over 55% in size
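Growth kinetics read by CellTiter-Glo luminescence after ≥48 hr at 37 °C. Cells: DT40 Tdp1-/- stably carrying human TDP1, 400 per well, compound exposure in the absence of CPT (DMSO vehicle).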
GCN5L2 inh = inhibitors of human GCN5L2 histone acetyltransferase; hit rate 0.21% among 390,000; Potency, µM (titrated, usually from 58.9 µM), inactives show top-dose activity change, negative = inhibition, hits mostly inhibitors; AID 504327; GCN5L2 HAT assay, ThioGlo1 CoA-SH fluorescence
Target sequence (Q92830 whole entry, looked up): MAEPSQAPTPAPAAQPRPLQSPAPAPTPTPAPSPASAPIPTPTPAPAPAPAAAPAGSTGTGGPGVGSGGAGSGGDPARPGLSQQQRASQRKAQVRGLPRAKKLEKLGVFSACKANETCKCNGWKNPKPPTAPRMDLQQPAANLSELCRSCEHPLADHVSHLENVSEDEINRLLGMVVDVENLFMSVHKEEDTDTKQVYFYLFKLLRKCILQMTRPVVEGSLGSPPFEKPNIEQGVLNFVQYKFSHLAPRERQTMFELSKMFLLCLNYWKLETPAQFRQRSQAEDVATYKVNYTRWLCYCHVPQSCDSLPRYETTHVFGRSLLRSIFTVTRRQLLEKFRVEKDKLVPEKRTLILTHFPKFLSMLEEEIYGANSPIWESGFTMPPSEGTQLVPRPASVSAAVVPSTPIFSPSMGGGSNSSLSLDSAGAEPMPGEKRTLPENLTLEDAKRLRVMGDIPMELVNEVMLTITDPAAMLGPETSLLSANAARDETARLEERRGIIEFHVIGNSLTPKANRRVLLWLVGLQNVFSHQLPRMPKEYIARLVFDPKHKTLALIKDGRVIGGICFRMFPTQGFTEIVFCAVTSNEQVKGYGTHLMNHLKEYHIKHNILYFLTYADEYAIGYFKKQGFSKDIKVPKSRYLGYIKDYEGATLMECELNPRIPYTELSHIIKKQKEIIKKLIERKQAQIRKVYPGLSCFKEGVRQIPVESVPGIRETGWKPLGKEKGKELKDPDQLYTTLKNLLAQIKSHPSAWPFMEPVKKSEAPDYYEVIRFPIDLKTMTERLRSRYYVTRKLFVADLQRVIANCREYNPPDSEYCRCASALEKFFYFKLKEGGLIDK
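Free CoA generated was detected with ThioGlo1 (50uM) fluorescence at Ex340nm/Em540nm, read immediately and after 20 min at room temperature. Enzyme, 20 nM in HEPES pH 7.5 buffer, saw compounds 15 min before adding 75uM H3(1-25) peptide and 70uM acetyl-CoA.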
TDP1 cell CPT = DT40-hTDP1 cell growth loss with CPT | chicken DT40 Tdp1-/-;hTDP1 cells + 20 nM CPT, ATP luminescence, 48 h | Potency, µM (titrated, usually from 46.2 µM), for inactives: top-dose activity change, negative = growth inhibition, usual class: inhibitors | hit rate 12% among 420,000 | AID 686979; further: nearly all actives have a fitted effect of over 55% in size
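Chicken DT40 Tdp1-/- cells stably complemented with human TDP1 were seeded at 400 cells/well in medium containing 20 nM camptothecin, exposed to pin-transferred compounds, and grown at 37 °C for at least 48 hr. Viability was read as ATP luminescence.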
Numbers without * were called inactive; ? = inconclusive; · = no result given. The call rests on the fitted dose curve; in most records, active means well fitted curve in the direction sought with a large enough effect; inconclusive means small, poorly fitted or top-dose-only effect, or another doubt; inactive means no such curve, though single readings can be large; an effect the other way counts as inactive or inconclusive. On the % scale 0 is the no-effect control and ±100 the full control effect; potency means the concentration at half of the fitted maximal effect. These rows are one share of the data; the hit share may differ from the screen's.

Screens in order – DT40 TDP1 no CPT, GCN5L2 inh, TDP1 cell CPT
(1) Cc1cc(C)c(NC(=O)CCC(=O)N2Cc3ccccc3Oc3ncccc32)c(C)c1
→ ?, -9%, ?
(2) O=C(COc1ccccc1F)Nc1ccc2nc(SCC(=O)N3CCOCC3)sc2c1
→ 12µM*, -13%, 18µM*
(3) O=C(N1CCN(S(=O)(=O)c2ccc(Cl)cc2)CC1)n1ccnc1
→ 3%, -4%, -20%
(4) O=C(Nc1cc(S(=O)(=O)N2CCOCC2)ccc1Cl)C1CCC1
→ 4%, 0%, -8%
(5) CN1CCN(S(=O)(=O)c2ccc(Oc3ccc(F)cc3Br)nc2)CC1
→ -12%, -3%, -7%
(6) Cc1nc2sc(C(N)=O)c(N)c2c(C)c1CC(=O)c1ccccc1
→ ?, -28%, ?
(7) Cn1nccc1C(=O)N/N=C/c1ccccc1[N+](=O)[O-]
→ -9%, -1%, -4%
(8) Cc1ccc(Nc2nnc(-c3ccc(N4CCOCC4)c([N+](=O)[O-])c3)c3ccccc23)cc1
→ 10µM*, 1%, 12µM*
(9) CCOC(=O)CSc1nnc(NCC(=O)OC(C)C)c(=O)[nH]1
→ 23µM*, -5%, 10µM*
(10) COC(=O)C1=NN(C(=O)c2cccc(Cl)c2)C(O)(C(C)(C)C)C1 (stereo unspecified)
→ -20%, -1%, -1%
(11) O=C(COc1ccc(-c2nnco2)cc1)Nc1cc([N+](=O)[O-])ccc1F
→ -10%, -8%, -19%
(12) CC(=O)NCCc1ccc(C(=O)Cn2cnc3ccccc3c2=O)cc1
→ 3%, -2%, -1%
(13) O=C(Nc1nncs1)c1cccc(S(=O)(=O)N2CCCCC2)c1
→ -12%, 2%, -16%
(14) CC(C)=CCc1c(O)ccc2c1OC(c1ccc(O)c(O)c1)CC2=O (stereo unspecified)
→ 13µM*, 2%, 10µM*
(15) CCCOP(=O)(c1ccc(N(C)C)cc1)C(O)c1ccncc1 (stereo unspecified)
→ -5%, -3%, -1%
(16) COC(=O)c1ccc(NC(CC(C)C)C(=O)OC)c([N+](=O)[O-])c1 (stereo unspecified)
→ ?, -4%, -2%
(17) O=C(C1CCCN(C2CC(=O)N(c3ccc(F)cc3)C2=O)C1)N1CCCC1 (stereo unspecified)
→ 6%, -4%, -4%
(18) CCCC(=O)N/C(N)=N/c1nc2ccccc2o1
→ ?, -7%, ?
(19) COc1ccccc1Cc1c(-c2ccco2)nc2cc(C)c(Br)c(C)n12
→ 23µM*, ·, ?

5 records drawn at random from the list so far, as already listed:
Screens in order – DT40 TDP1 no CPT, GCN5L2 inh, TDP1 cell CPT
(11) O=C(COc1ccc(-c2nnco2)cc1)Nc1cc([N+](=O)[O-])ccc1F
→ -10%, -8%, -19%
(6) Cc1nc2sc(C(N)=O)c(N)c2c(C)c1CC(=O)c1ccccc1
→ ?, -28%, ?
(10) COC(=O)C1=NN(C(=O)c2cccc(Cl)c2)C(O)(C(C)(C)C)C1 (stereo unspecified)
→ -20%, -1%, -1%
(13) O=C(Nc1nncs1)c1cccc(S(=O)(=O)N2CCCCC2)c1
→ -12%, 2%, -16%
(4) O=C(Nc1cc(S(=O)(=O)N2CCOCC2)ccc1Cl)C1CCC1
→ 4%, 0%, -8%

An excerpt of these results, field by field.
(15) CCCOP(=O)(c1ccc(N(C)C)cc1)C(O)c1ccncc1 (stereo unspecified)
  DT40 TDP1 no CPT = -5%
  GCN5L2 inh = -3%
  TDP1 cell CPT = -1%

(19) COc1ccccc1Cc1c(-c2ccco2)nc2cc(C)c(Br)c(C)n12
  DT40 TDP1 no CPT = 23µM*
  GCN5L2 inh = ·
  TDP1 cell CPT = ?

(7) Cn1nccc1C(=O)N/N=C/c1ccccc1[N+](=O)[O-]
  DT40 TDP1 no CPT = -9%
  GCN5L2 inh = -1%
  TDP1 cell CPT = -4%
